# RECQ1 helicase: RECQ1 (human) helicase inhibition. P46063. RECQ1 DNA unwinding, red fluorescence kinetic read. Potency, µM (series often up to 57.3 µM), inactives show top-dose activity, negative = inhibition, usual class: inhibitors. 240,000 tested, 0.54% active. AID 2549;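 also: plate controls were vehicle for no effect and no enzyme for full effect; nearly all actives have a fitted effect of over 30% in size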
#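 50 nM RECQ1T1 preincubated 15 min with compound in Tris pH 8.0 buffer with MgCl2, DTT, Tween-20 and 2.5 ug/ml poly(dI-dC); started with 200 nM TAMRA/BHQ-2 forked duplex and 2 mM ATP. Unwinding read as fluorescence (525/598 nm), two reads 2 h apart.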
# GAA inhib: alpha-glucosidase (human) inhibition; P10253; purified human GAA, 4-MU-alpha-glucoside fluorescence; Potency, µM (titrated, usually from 76.9 µM), for the others: at the highest dose activity change, negative = inhibition, actives largely listed as inhibitors; 200,000 tested, 0.005% active; AID 1466;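 also: plate controls were uninhibited enzyme wells for no effect and no-enzyme background for full effect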
#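 Fluorescence at Ex 365/Em 440 nm from 4-methylumbelliferone reported enzyme activity after 20 min at room temperature. Reactions used 4 nM enzyme and 400 uM substrate at pH 5.0; curves fitted with the Hill equation.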
# L3MBTL1 inh: inhibitors of human L3MBTL1; Q9Y468; AlphaScreen L3MBTL1–H3K9me1 peptide binding; Potency, µM (highest dose often 57.1 µM), for the others: top-dose activity, negative = inhibition, most hits filed as inhibitors; 230,000 tested, 0.66% active; also: nearly all actives have a fitted effect of over 60% in size
#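 Displacement of a biotinylated histone H3(1-15) peptide monomethylated at Lys9 (75 nM) from L3MBTL1 (50 nM) was measured by AlphaScreen after a 30 min room-temperature compound incubation; cefsulodin titration served as intraplate control.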
# TexasRed fluor: counter-screen for TRb-SRC2 inhibitors: fluorescence interference. Potency, µM (titrated, usually from 106 µM), for the others: at the highest dose fluorescence change, negative = quenching. 280,000 tested, 0.29% active. TRb/SRC2 Texas Red total fluorescence interference. AID 1479; active = well fitted curve in either direction with a large enough effect; inconclusive = small, poorly fitted or top-dose-only effect
#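 Human TRβ ligand-binding domain (0.6 uM) and Texas Red SRC2 peptide (20 nM) in Tris buffer with 1 uM T3 and 5% DMSO were incubated with pinned compound for 5 hr at ambient temperature. Total fluorescence was computed as S + 2P (555/632 nm).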
# aGlu spleen mod: lysosomal alpha-glucosidase (human) modulation; human spleen homogenate, 4-MU-alpha-glucoside fluorescence; Potency, µM (doses to about 79.9 µM), without a hit: at the top dose activity change, negative = inhibition, most hits filed as inhibitors; 240,000 tested, 0.006% active; AID 2112;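 also: 0% = enzyme with vehicle and -100% = no enzyme basal signal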
#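 Enzyme source: human spleen homogenate, 1 ug/well. Buffer 50 mM citric acid/K phosphate pH 5.0, 0.01% Tween-20. 4-MU-alpha-glucoside 1 mM; 37 C x 40 min; NaOH/glycine stop; fluorescence.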
# TRb-SRC2 inh: inhibitors of human thyroid hormone receptor beta-SRC2 interaction | TRbeta-SRC2 peptide binding, fluorescence polarization; receptor liganded with 1 µM T3 | Potency, µM (doses to about 106 µM), for the others: at the highest dose activity change, negative = inhibition, actives largely listed as inhibitors | 280,000 tested, 0.065% active;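 also: plate controls were bound peptide for no effect and peptide without receptor for full effect; nearly all actives have a fitted effect of over 50% in size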
# Target sequence (P10828 whole entry, looked up): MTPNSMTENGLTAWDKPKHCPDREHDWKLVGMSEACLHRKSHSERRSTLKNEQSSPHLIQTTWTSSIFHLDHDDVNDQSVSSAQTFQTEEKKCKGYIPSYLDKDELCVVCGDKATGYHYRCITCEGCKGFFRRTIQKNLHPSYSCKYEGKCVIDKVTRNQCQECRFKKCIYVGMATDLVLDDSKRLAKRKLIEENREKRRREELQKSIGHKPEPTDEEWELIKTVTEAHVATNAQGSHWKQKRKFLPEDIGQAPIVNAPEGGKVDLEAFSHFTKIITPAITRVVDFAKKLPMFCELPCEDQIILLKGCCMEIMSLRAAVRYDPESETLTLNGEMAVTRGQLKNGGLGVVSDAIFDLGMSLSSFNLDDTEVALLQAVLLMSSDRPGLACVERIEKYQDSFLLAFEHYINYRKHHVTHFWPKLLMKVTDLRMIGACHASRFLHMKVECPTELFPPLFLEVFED
#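 Compounds were added to 0.6 uM TRb ligand-binding domain and 20 nM Texas Red-labeled SRC2 peptide in Tris buffer containing 1 uM T3, incubated 5 hr at ambient temperature, then read by fluorescence polarization.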
# GAA glycogen mod: inhibitors or activators of human alpha-glucosidase glycogen cleavage. P10253. recombinant GAA, glycogen substrate, Amplex Red glucose oxidase fluorescence. Potency, µM (top dose mostly 76.4 µM), for inactives: at the top dose activity change, negative = inhibition, most hits filed as inhibitors. 300,000 tested, 0.38% active;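 also: 0% = full enzyme reaction and -100% = no-enzyme basal signal; the screen sought inhibitors and activators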
#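 Recombinant enzyme (4 nM final) with compounds titrated up to 77 uM and bovine liver glycogen (30 ug) in citrate pH 5.0, 0.01% Tween-20, 37 C 40 min. Released glucose detected by Amplex Red/glucose oxidase (Ex 573/Em 610); AC50 from Hill fits.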
# RGS12 GoLoco inh: RGS12 GoLoco-Gai1 interaction inhibition | Potency, µM (titrated, usually from 61.6 µM), without a hit: at the top dose activity, negative = inhibition, hits mostly inhibitors | AID 880 | Gai1:RGS12 GoLoco peptide FP, rhodamine, 10 min | 230,000 tested, 0.44% active | P63096; active = well fitted inhibition curve with a large enough effect, not every such curve was filed as active; inactive = no such curve, though single readings can be large or run the other way; also: nearly all actives have a fitted effect of over 30% in size; many of its hits are not listed in these tables
# Target sequence (P63096 whole entry, looked up): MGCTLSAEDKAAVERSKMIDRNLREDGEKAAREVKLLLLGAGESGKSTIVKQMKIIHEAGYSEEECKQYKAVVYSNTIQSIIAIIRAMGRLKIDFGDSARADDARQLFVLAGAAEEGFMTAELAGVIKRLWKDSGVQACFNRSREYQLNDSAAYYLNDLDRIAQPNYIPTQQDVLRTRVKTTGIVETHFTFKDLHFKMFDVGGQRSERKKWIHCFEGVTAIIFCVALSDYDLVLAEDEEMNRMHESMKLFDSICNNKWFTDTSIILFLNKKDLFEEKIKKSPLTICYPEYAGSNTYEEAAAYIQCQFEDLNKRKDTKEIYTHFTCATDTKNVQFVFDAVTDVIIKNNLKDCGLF
# Starred values were filed as active, the others as inactive; i = inactive; ? = inconclusive; . = not tested or not shown; [ ] = another dose, or the depositor's remark. Unless noted, calls follow the shape of the dose curve; as a rule, active = well fitted curve in the direction sought with a large enough effect; inconclusive = small, poorly fitted or top-dose-only effect, or another doubt; inactive = no such curve, though single readings can be large; an effect the other way counts as inactive or inconclusive. Unless noted, % is scaled to controls: 0 for no effect and ±100 for the full control effect; potency is read from the fitted curve at half-maximal effect. The list is partial, so the mix of outcomes need not match the whole.
SMILES,RECQ1 helicase,GAA inhib,L3MBTL1 inh,TexasRed fluor,aGlu spleen mod,TRb-SRC2 inh,GAA glycogen mod,RGS12 GoLoco inh
CCOc1cccc(-c2cc(C(=O)N3N=C(C)CC3(O)C(F)F)c3ccccc3n2)c1 (centres undefined),i,-5%,.,-6%,1%,3%,-13%,2%
COc1cccc(C2CCCN2Cc2nc(-c3sccc3C)oc2C)c1 (centres undefined),1%,-9%,-21%,-2%,4%,0%,15%,35%[activator]
CN(C)CCOC(=O)c1ccc2c(c1)S(=O)(=O)c1ccccc1C2=O,18%,.,.,-8%,8%,4%,-3%,4%
CCN1CCN(c2nc3c(c(=O)n(C)c(=O)n3C)n2CCSc2ncccn2)CC1,4%,-3%,6%,1%,-2%,3%,0%,7%
CCOC(=O)c1cn(C2CC2)c2c(F)c(F)c(F)cc2c1=O,-10%,-2%,.,-1%,-5%,-10%,7%,11%
Cc1cc(N2CCN(c3ccc([N+](=O)[O-])c4cccnc34)CC2)c2ccccc2n1,-2%,-1%,-8%,-2%,-3%,-2%,6%,6%
Cc1ccc(Cl)cc1N1CCN(S(=O)(=O)c2ccc3c(c2)OCCO3)CC1,-11%,-4%,7%,5%,6%,2%,-9%,4%
CN(C)Cc1ccccc1-c1ccc2ncnc(NCc3ccccc3)c2c1,8%,.,.,-2%,1%,10%,.,6%
N#C/C(=C\c1ccc(OCc2ccc(C(=O)O)cc2)cc1)C(=O)N1CCOCC1,-20%,4%,-12%,-5%,4%,-1%,6%,0%
Cn1c(CSc2nc3ccccc3n2C)nc2ccccc21,-7%,4%,-3%,2%,-5%,-3%,7%,4%
Cc1cc(/C(N)=N/OC(=O)c2cccc(Cl)c2)no1,i,2%[15.4 µM],1%,0%,-1%,0%,9%,3%
COc1ccc2nc(Nc3sc4c(c3C(N)=O)CCCC4)sc2c1,-9%,-6%,-9%,?,0%,-6%,?,198%[activator]
CCCNS(=O)(=O)c1cccn1-c1ncc(C(F)(F)F)cc1Cl,i,4%,.,1%,3%,2%,-15%,0%
Cc1cccc(N2CCN(C(=S)Nc3ccc4nc(N5CCOCC5)cc(C)c4c3)CC2C)c1 (centres undefined),-1%,?,.,1%,6%,6%,-5%,8%
Cc1c(C(=O)N2CCN(S(C)(=O)=O)CC2)oc2ccccc12,2%,-1%,36%[activator][11.4 µM],3%,-6%,9%,-3%,-14%
CCCNC(=O)CNC(=S)N(Cc1cc(OC)c(OC)c(OC)c1)C1CCCC1,-2%,-4%,17%,0%,-3%,-2%,7%,8%
CCCCNc1nc(C)nc2c1nc(-c1ccccc1)n2CCN(C)C,-5%,.,.,-1%,13%,3%,.,3%
C#CCSc1nc(C)cc(C(=O)OCC)c1C#N,4%,4%,30%[activator],-1%,2%,1%,2%,5%
Cn1cccc1/C=N/NC(=O)Cn1cnc2ccccc21,-7%,9%,0%,-1%,-16%,-19%,10%,9%
CCOC(=O)C(Cc1ccc(O)cc1)NC(=O)CNC(=O)C(CC(C)C)NC(=O)OC(C)(C)C (centres undefined),-2%,0%,-2%,0%,-5%,-2%,3%,-1%
Cc1ccccc1C(=O)Nc1cccc(-c2nnc(SCC(=O)O)n2C)c1,-29%,0%,.,-1%,-6%,3%,-8%,7%
COC(=O)c1ccc(CSc2nnnn2-c2ccccc2)o1,-8%,-6%,-2%,3%,-5%,-14%,6%,-7%
O=c1[nH]c2cc3c(cc2cc1CN(CCCO)Cc1nnnn1Cc1ccc(F)cc1)OCO3,i,7%,3%,2%,3%,1%,-15%,5%
CC(=O)Nc1ccc2nc(-c3ccc(Br)o3)[nH]c2c1,i,-3%,-7%,-2%,-3%,-1%,-3%,4%
CCCCCCC12CCC(C(=O)O)(CC1)CC2,-5%,-1%,-6%,-8%,0%,-4%,6%,6%

# Among those listed so far, these contain a thiophene ring, fused or not.
SMILES,RECQ1 helicase,GAA inhib,L3MBTL1 inh,TexasRed fluor,aGlu spleen mod,TRb-SRC2 inh,GAA glycogen mod,RGS12 GoLoco inh
COc1cccc(C2CCCN2Cc2nc(-c3sccc3C)oc2C)c1 (centres undefined),1%,-9%,-21%,-2%,4%,0%,15%,35%[activator]
COc1ccc2nc(Nc3sc4c(c3C(N)=O)CCCC4)sc2c1,-9%,-6%,-9%,?,0%,-6%,?,198%[activator]

# Next section
SMILES,RECQ1 helicase,GAA inhib,L3MBTL1 inh,TexasRed fluor,aGlu spleen mod,TRb-SRC2 inh,GAA glycogen mod,RGS12 GoLoco inh
COc1ccc(CC2(CO)CCN(Cc3ccc4nsnc4c3)CC2)cc1,i,0%,-11%,-4%,-5%,-4%,1%,-10%
COc1ccc(NC(=O)CC2C(=O)N(Cc3ccccc3)C(=S)N2CCN2CCOCC2)cc1 (centres undefined),i,-8%,-8%,-3%,.,9%,-18%,-3%
O=c1c(C=NCCN2CCNCC2)c(-c2ccccc2)[nH]n1-c1ccc([N+](=O)[O-])cc1,-5%,0%,4%,-7%,-11%,-3%,-10%,2%
CC1CN(c2ccc(C(=O)c3ccccc3C(=O)O)cc2[N+](=O)[O-])CC(C)O1 (centres undefined),i,2%,3%,-1%,7%,-8%,-7%,8%
CC(C)CNC(=S)N1CCN(C(c2ccccc2)c2ccccc2)CC1,-14%,-3%,2%,0%,2%,-3%,-2%,5%
COc1ccc(C2=NN(CC(=O)Nc3ccccc3C)C(=O)CC2)cc1,-8%,.,.,0%,1%,-7%,-6%,20%
O=C(CSc1ccc(-c2ccccn2)nn1)NC1CCCCC1,-16%,3%,.,5%,4%,0%,-3%,6%
CC(C)OCCCn1c(=S)[nH]c2cc3c(cc2c1=O)OCO3,-12%,-3%,-8%,0%,-1%,1%,-10%,-7%
NNC(=O)C1CCCN1S(=O)(=O)c1ccc(Cl)cc1 (centres undefined),i,5%,6%,0%,0%,0%,-8%,-1%
Cc1ccc(CNC(=O)c2ccc([N+](=O)[O-])o2)cc1,i,-6%,-1%,1%,0%,0%,5%,3%
O=C(CC12CC3CC(CC(C3)C1)C2)N/N=C/c1ccncc1,-7%,-11%,-2%,0%,1%,1%,-7%,4%
Cc1ccc(NC(=O)c2c(C)noc2C)cc1,-8%,-1%,.,-2%,-9%,-2%,1%,-9%
Cc1ccc(S(=O)(=O)CNC(=O)c2ccccc2)cc1,-6%,-1%,-4%,-2%,-7%,13%,7%,-14%
CCCCn1c(SCC(=O)c2ccc3c(c2)OCCO3)nnc1-c1ccco1,-12%,5%,-10%,-2%,-1%,-4%,-3%,4%
COC(=O)c1ccc(N2CCN(CC(=O)c3ccc(-c4ccccc4)cc3)CC2)c([N+](=O)[O-])c1,-2%,-2%,-9%,-1%,-7%,-16%,7%,-18%
Nn1c(SCC(=O)Nc2ccc3c(c2)OCO3)nnc1-c1ccncc1,-1%,7%,.,-3%,-5%,-10%,3%,2%
CN(CC(=O)Nc1cccc2c1CCCC2)S(=O)(=O)c1ccccc1,-6%,6%,7%,1%,-2%,-3%,-5%,1%
O=C1CCCc2ccccc2N1Cc1cccc(Cl)c1,-6%,?,2%,-5%,-5%,2%,11%,8%
CC(=O)Nc1sc2c(c1C#N)CCC(C)C2 (centres undefined),i,?,-7%,-1%,6%,5%,20%,23%
CCOC(=O)c1cnn(CC2CCCCC2)c1N,-10%,-7%,-5%,1%,7%,-4%,-3%,-1%
S=C(NCCN1CCOCC1)Nc1ccc(Cl)c(Cl)c1,21%,?,-4%,0%,4%,-5%,-4%,5%
O=C(NC1CCCCC1)N1CCCC(c2nc(-c3ccc(S(=O)(=O)N4CCCC4)cc3)no2)C1 (centres undefined),-1%,-3%,-7%,-1%,4%,3%,-2%,4%
O=S(=O)(Nc1ccc2c(c1)CCC2)c1cccs1,-6%,-5%,-8%,1%,-2%,-2%,5%,.
O=C(c1cc(-c2ccncc2)nc2ccccc12)N1CCN(S(=O)(=O)/C=C/c2ccccc2)CC1,-3%,-7%,-10%,0%,-1%,-4%,-9%,.
O=C(Nc1ccccc1C(=O)N1CCOCC1)c1noc2c1CCCC2,i,-6%,-20%[11.4 µM],3%,-4%,-24%,9%,6%
CC(C)CNC(=O)CC(=O)N/N=C/c1ccc(Br)cc1,7%,-3%[15.4 µM],?,-3%,4%,-17%,-22%,9%
O=C1CC(NNC(=O)c2ccc(Br)cc2)C(=O)N1 (centres undefined),-2%,-2%,-8%,0%,-2%,3%,-20%,6%

# Part of the list above in order of molar mass, highest first.
SMILES,RECQ1 helicase,GAA inhib,L3MBTL1 inh,TexasRed fluor,aGlu spleen mod,TRb-SRC2 inh,GAA glycogen mod,RGS12 GoLoco inh
O=C(NC1CCCCC1)N1CCCC(c2nc(-c3ccc(S(=O)(=O)N4CCCC4)cc3)no2)C1 (centres undefined),-1%,-3%,-7%,-1%,4%,3%,-2%,4%
CC1CN(c2ccc(C(=O)c3ccccc3C(=O)O)cc2[N+](=O)[O-])CC(C)O1 (centres undefined),i,2%,3%,-1%,7%,-8%,-7%,8%
S=C(NCCN1CCOCC1)Nc1ccc(Cl)c(Cl)c1,21%,?,-4%,0%,4%,-5%,-4%,5%
Cc1ccc(CNC(=O)c2ccc([N+](=O)[O-])o2)cc1,i,-6%,-1%,1%,0%,0%,5%,3%
CC(=O)Nc1sc2c(c1C#N)CCC(C)C2 (centres undefined),i,?,-7%,-1%,6%,5%,20%,23%

# Bioassay records from PubChem BioAssay.
